PMI act – activators of human phosphomannose isomerase. activation factor at 20 µM. 190,000 compounds, 0.005% hits. purified human PMI, coupled resazurin fluorescence, 20 min; hits give high values; 1 = vehicle control, 0 substrate-free wells. P34949;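 active = activation factor of 2 or more at 20 µM, relative to plate controls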
Target sequence (P34949 whole entry, looked up): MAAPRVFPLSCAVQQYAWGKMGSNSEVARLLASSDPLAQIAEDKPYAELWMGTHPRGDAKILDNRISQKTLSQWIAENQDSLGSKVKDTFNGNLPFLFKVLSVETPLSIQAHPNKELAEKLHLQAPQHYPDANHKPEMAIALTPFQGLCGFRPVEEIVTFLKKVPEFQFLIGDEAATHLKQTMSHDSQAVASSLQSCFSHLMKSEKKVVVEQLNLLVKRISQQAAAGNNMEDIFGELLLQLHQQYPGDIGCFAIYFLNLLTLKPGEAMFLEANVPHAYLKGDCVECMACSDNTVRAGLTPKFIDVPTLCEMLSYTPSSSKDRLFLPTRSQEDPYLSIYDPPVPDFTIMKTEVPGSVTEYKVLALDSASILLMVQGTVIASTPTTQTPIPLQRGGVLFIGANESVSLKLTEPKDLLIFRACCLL
TNAP inh no acc – inhibitors of human TNAP without phosphate acceptor; purified TNAP, CDP-star luminescence, 30 min; inhibition, % at 20 µM; 200,000 compounds, 0.26% hits; AID 1012;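 active = tissue-nonspecific alkaline phosphatase inhibition above about 50% at 20 µM in the single-dose screen, limit read from the data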;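 also: 0% = DMSO negative control and 100% = EDTA positive control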
Target sequence (P05186 whole entry, looked up): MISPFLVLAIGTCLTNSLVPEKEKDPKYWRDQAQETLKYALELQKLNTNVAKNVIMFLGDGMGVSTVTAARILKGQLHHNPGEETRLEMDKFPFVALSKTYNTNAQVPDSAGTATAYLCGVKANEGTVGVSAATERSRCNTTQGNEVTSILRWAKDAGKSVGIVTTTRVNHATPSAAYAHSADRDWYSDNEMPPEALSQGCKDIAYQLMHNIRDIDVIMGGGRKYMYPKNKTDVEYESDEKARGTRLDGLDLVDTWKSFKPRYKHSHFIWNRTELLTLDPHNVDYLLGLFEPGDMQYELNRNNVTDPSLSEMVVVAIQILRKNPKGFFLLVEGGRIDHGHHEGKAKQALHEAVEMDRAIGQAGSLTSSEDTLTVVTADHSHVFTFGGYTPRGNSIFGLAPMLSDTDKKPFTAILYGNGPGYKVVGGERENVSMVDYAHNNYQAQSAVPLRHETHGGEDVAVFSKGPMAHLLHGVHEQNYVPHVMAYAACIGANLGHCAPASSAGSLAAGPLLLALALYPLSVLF
Efa HMGR inh – E. faecalis class II HMG-CoA reductase inhibition; 190,000 compounds, 0.41% hits; purified E. faecalis HMGR, NADPH absorbance 340 nm kinetic; inhibition, % at 10 µM;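 active = inhibition above a set limit, the median over all tested compounds plus 3 SD, cut at about 9.5% in these data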;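 also: enzyme runs in reverse so mevalonate oxidation gives rising NADPH absorbance; 0% = complete reaction with DMSO and 100% = background rate lacking mevalonate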
DTT redox prof – compounds producing H2O2 with reducing agent – biochemical, NIH compound library profiling, artefact control for MLSCN library redox annotation, primary screen; DTT-dependent redox cycling H2O2, phenol red/HRP absorbance; 100% = 100 µM peroxide control, 0% = buffer; activation, % at 10 µM; 200,000 compounds, 0.03% hits; AID 878;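 active = activation of at least 50% relative to the plate's high and low controls in the primary single-dose screen; inactive = activation below 50%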;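 also: compound incubated with DTT at 0.8 mM final as the reducing agent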
TNAP inh hiacc – blocks human TNAP under high phosphate acceptor concentration. purified TNAP, CDP-star luminescence, 1 M DEA. 200,000 compounds, 0.03% hits. inhibition, % at 20 µM;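 active = over 50% inhibition of tissue-nonspecific alkaline phosphatase at 20 µM in the single-dose screen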;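 also: plate controls were DMSO wells for no effect and EDTA-quenched wells as full inhibition for full effect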
PMI act satM6P – PMI (human) activation, high substrate. coupled PMI enzyme assay, resazurin fluorescence, 20 min; hits give high values; 1 = untreated enzyme, 0 = substrate-free blank. activation factor at 20 µM. P34949. 190,000 compounds, 0.34% hits;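 active = activation factor of 2 or more at 20 µM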
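Technique: Diaphorase-driven resazurin-to-resorufin fluorescence, excitation 544, emission 590 nm | Assay system: Human PMI in coupled enzyme assay | Times: Enzyme reaction with compound 20 min at room temperature | Medium: HEPES-buffered pH 7.4 with magnesium and detergent | Reagent: Mannose-6-phosphate 1.0 mM (near-saturating) plus 0.22 mM NADP+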
RAM network inh – yeast RAM network inhibition; S. cerevisiae dse1pr::URA3 reporter, 5-FOA growth OD615, 2 d; analog-sensitive cbk1-as2 kinase mutant strain; inhibition, % at 50 µM; 190,000 compounds, 1.8% hits; AID 868;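 active = inhibition above a set limit, 3 SD over mean compound inhibition, cut at about 8.4% in these data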;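 also: 0% = DMSO-only wells with no growth and 100% = 10 µM 1-NA-PP1 full growth; inhibition rescues growth on 5-FOA so higher OD means more RAM inhibition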
S1P3 antagonist – S1P3 (human) receptor antagonism; CHO S1P3 NFAT-BLA reporter, FRET fluorescence, antagonist mode; 170,000 compounds, 0.27% hits; AID 485; inhibition, % at 4.98 µM;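 active = inhibition above the plate cutoff, the mean inhibition of test wells on that plate plus 3 SD, cut at about 28% in these data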;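 also: cells challenged with S1P at its EC80 of 0.8 µM; blue over green emission ratio from cleaved BLA substrate after 4 h stimulation; 0% = S1P-stimulated wells and 100% = unstimulated DMSO-only wells; some compounds past the cut are filed as inactive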
Lmaj promast – Leishmania major promastigote growth inhibition. Leishmania major promastigotes, resazurin fluorescence viability. inhibition, % at 10 µM. 200,000 compounds, 9% hits; in the data active = inhibition above about 50%;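 also: promastigotes grown with compound for 44 hours at 28 °C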
Hsp70 activator – switches on Hsp70 transcription; HeLa Hsp70 promoter luciferase reporter, luminescence; scaled: vehicle 0, proteasome-inhibitor control 100%; activation, % at 10 µM; 200,000 compounds, 0.04% hits;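 active = activation above the mean across all tested compounds plus 3 SD, cutoff set per campaign, cut at about 5.5% in these data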;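 also: 100% = MG132 at 30 µM as the positive control and 0% = DMSO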
Active calls of the source: *; nt = not tested or not shown.

SMILES	PMI act	TNAP inh no acc	Efa HMGR inh	DTT redox prof	TNAP inh hiacc	PMI act satM6P	RAM network inh	S1P3 antagonist	Lmaj promast	Hsp70 activator
CCc1ccc(NC(=S)N(CCCN2CCOCC2)Cc2ccco2)cc1	1	-9.5	-0.9	-2.6	-3.4	1	-0.8	-3.7	-1.4	-0.3
Cc1ccc(C)c(-n2c(CNC(=O)c3ccco3)nnc2SCC(=O)Nc2nccs2)c1	0.9	-10.2	1.6	2.1	-1.2	1	1.0	-12.1	-4.1	-0.4
CCOc1ccc(N2CC(C(=O)NC3=NCCS3)CC2=O)cc1 (stereo unspecified)	0.8	-11.3	-5.2	-0.3	-6.5	0.9	1.6	-12.4	-7.8	-0.3
COc1ccc(C(NC(=O)c2c(F)c(F)c(F)c(F)c2F)c2ccccc2)cc1 (stereo unspecified)	0.9	-16.1	-1.3	0.5	-1.2	1	1.3	-11.6	94.9*	-0.3
CCCCOC(=O)Nc1ccc(S(=O)(=O)Nn2cnnc2)cc1	1	-5.9	-2.9	-0.1	2.3	1.1	-0.8	-8.0	-0.2	-0.4
COc1cc(C2NC(=O)CS2)cc(OC)c1OC (stereo unspecified)	1.1	-10.5	-4.9	-0.4	-4.9	1.1	0.0	-2.7	86.4*	-0.5
CC(C)CNC(=S)NNC(=O)c1nn(C)cc1Cl	0.9	-189.0	1.0	2.2	-7.3	1	1.8	nt	-2.2	-0.2
N#CNC(=Nc1cccc(F)c1)SCc1ccccc1F	0.8	-17.9	-4.5	-0.4	-1.7	0.9	1.1	1.3	0.8	-0.3
CN(CCNC(=O)CCCOc1cc(=O)n(C)c2ccccc12)Cc1ccccc1	1	-11.9	-5.0	-1.2	-6.4	1	0.6	-24.9	1.1	0.0
CC(C)(C)NC(=O)NC(=O)CN1CCCCC1	0.9	-4.8	-1.6	-0.6	-7.3	0.9	0.3	-4.5	-0.5	0.1
O=C(c1cnccn1)N(Cc1ccco1)C1(C(=O)NC2CCCCC2)CCCCC1	1	6.0	-10.3	0.1	-1.6	1	-1.5	nt	29.4	-0.2
CS(=O)(=O)N1CC2CCCN2c2ccc(C(F)(F)F)cc21 (stereo unspecified)	1	-7.6	1.7	0.5	1.0	0.9	1.8	-15.1	-1.9	0.0
CCC(C)(C)NC(=O)CN(C(=O)CNS(=O)(=O)c1ccc(C)cc1)c1ccc2c(c1)OCCO2	1.1	-5.5	3.6	-0.9	-0.2	1	0.3	12.1	-3.7	-0.3
COc1ccc(Cl)cc1C(=O)CSc1nnnn1C1CCCC1	1	-8.5	-0.2	-0.8	-4.9	1	3.8	-3.3	7.2	0.0
CC(C(=O)O)N1C(=O)C2C3CC(C2C1=O)C1C(c2ccccc2)c2sc(=O)[nH]c2SC31 (stereo unspecified)	0.7	-1.5	-3.9	0.0	2.2	0.9	1.1	-1.3	-6.4	0.0
Cc1cc(C(C)(C)C)oc1C(=O)O	1	-5.8	-0.5	-0.9	-2.1	1	0.9	-9.5	-7.2	-0.1
O=C(O)c1cn(C2CC2)c2cc(N3CCN(S(=O)(=O)c4ccc5c(c4)OCCO5)CC3)c(F)cc2c1=O	0.8	-13.7	0.8	0.4	-4.7	0.9	2.3	-13.1	8.2	0.0
O=C(C1CCCO1)N(c1ccc(F)cc1)C1C=CS(=O)(=O)C1 (stereo unspecified)	1.1	-9.6	-0.2	-0.4	-1.8	0.5	1.2	-26.1	-5.3	0.1
CSc1nnc(-c2ccccc2N=Cc2c(C)[nH]n(-c3ccccc3)c2=O)c(=O)[nH]1	1	-1.1	2.4	12.6	2.1	1	-0.2	nt	-5.7	-0.2
CC(C)CNC(=O)CC(=O)NN=C1CCCC1	1.1	-11.4	-3.8	0.4	-0.7	1.1	1.8	-15.5	-7.3	-0.5
Nc1c(Cl)cc(Cl)cc1C(=O)OCC(=O)NC1CC1	1	-11.8	-3.4	0.5	0.4	1	1.7	nt	-2.3	0.1
CC(Sc1n[nH]c(=O)[nH]c1=O)C(=O)OCc1ccccc1 (stereo unspecified)	1	-2.9	-1.7	-0.4	-10.4	1.2	0.4	4.2	-2.0	-0.1
CCc1ccc(S(=O)(=O)NCCc2csc(-c3ccccc3)n2)s1	0.8	-12.4	4.8	0.1	-5.0	0.8	8.5*	0.3	-1.1	-0.5
COCCN1CCC(CNCc2cn[nH]c2-c2ccc(C)c(C)c2)C1 (stereo unspecified)	0.9	4.6	-5.0	-1.0	-1.4	1	0.5	10.9	2.7	-0.2
CCCCOc1ccc(-c2nnc(-c3cc[n+](C)cc3)o2)cc1	1.3	-4.1	0.2	-0.8	-5.7	1.2	3.1	-5.9	-3.1	-0.2
CCOC(=O)C1=C(CC)OC(N)=C(C#N)C1c1cc(OC)ccc1OC (stereo unspecified)	0.8	-1.4	-1.3	-2.8	-1.5	0.9	1.4	-37.0	-3.8	-0.1
Fc1ccc2[nH]c3c(NCCN4CCOCC4)ncnc3c2c1	1.1	-14.1	0.6	-6.2	-6.2	1	-0.4	nt	9.5	-0.6
CC1(N2CCCCC2)C(=O)c2ccccc2C1=O	1.2	-3.1	-4.7	0.6	-5.6	1.1	0.9	-1.6	-4.2	-0.3
CCOc1ccccc1-n1c(COc2ccc(C)cc2)nnc1SCC(N)=O	1	0.4	-3.2	1.2	4.1	1	-1.3	11.3	-1.4	-0.4
COc1ccc(OC)c2[nH]c(=O)c(CCNC(=O)C(=O)c3c[nH]c4ccccc34)cc12	0.9	-15.5	3.9	-1.0	-5.4	0.9	6.2	-15.7	-6.8	-0.3

One compound at a time (already shown).
CC(Sc1n[nH]c(=O)[nH]c1=O)C(=O)OCc1ccccc1 (stereo unspecified) across the screens: PMI act: 1; TNAP inh no acc: -2.9; Efa HMGR inh: -1.7; DTT redox prof: -0.4; TNAP inh hiacc: -10.4; PMI act satM6P: 1.2; RAM network inh: 0.4; S1P3 antagonist: 4.2; Lmaj promast: -2.0; Hsp70 activator: -0.1
CC1(N2CCCCC2)C(=O)c2ccccc2C1=O across the screens: PMI act: 1.2; TNAP inh no acc: -3.1; Efa HMGR inh: -4.7; DTT redox prof: 0.6; TNAP inh hiacc: -5.6; PMI act satM6P: 1.1; RAM network inh: 0.9; S1P3 antagonist: -1.6; Lmaj promast: -4.2; Hsp70 activator: -0.3

The listing continues:
SMILES	PMI act	TNAP inh no acc	Efa HMGR inh	DTT redox prof	TNAP inh hiacc	PMI act satM6P	RAM network inh	S1P3 antagonist	Lmaj promast	Hsp70 activator
O=C(Nc1ccccc1-c1ccccc1)c1cccc([N+](=O)[O-])c1	0.9	-4.2	-3.2	3.6	-2.3	1	-0.4	nt	-0.3	0.0
CC(C)OC(=O)/C(=C\c1cccnc1)NC(=O)c1ccccc1	1	1.3	0.3	-0.3	1.9	1	0.6	-13.2	-1.4	0.0
Cc1cccc(C)c1NC(=O)N1CCN(C2CCCCC2)CC1	1.1	-6.0	-7.3	1.9	-2.5	1.1	0.0	7.2	-4.0	0.1
Cc1cc(C)c(NC(=O)CS(=O)CC(=O)Nc2cccnc2)c(C)c1 (stereo unspecified)	1	-11.5	-4.7	0.3	-6.9	1	1.6	-18.6	-5.4	-0.2
C=CCNC(=O)/C(C#N)=C/c1ccccc1Cl	1	-11.8	2.4	-0.8	-4.8	0.9	-2.0	-11.3	24.3	-0.2
O=C(NCC(c1ccco1)N1CCOCC1)c1cccc([N+](=O)[O-])c1 (stereo unspecified)	1	-14.0	-0.7	-1.8	-7.1	1	1.6	8.9	-6.6	0.0
O=C(Cn1cc2c(n1)CCCCC2)Nc1c(F)c(F)cc(F)c1F	1	-16.3	2.6	-2.5	-4.4	1	0.8	nt	-5.3	0.8
CNC(=O)C(=O)N/N=C/c1ccc(Br)cc1	1	-4.3	-1.6	-0.9	0.1	1	-0.4	-3.4	-1.6	0.3
Cc1ccc(-n2cccn2)c(CN2CCCC(C(=O)c3ccc4c(c3)OCO4)C2)c1 (stereo unspecified)	1	-11.9	0.8	-1.1	-6.1	1.1	0.0	10.2	30.9	-0.2
Cc1ccc(S(=O)(=O)N2CCOCC2)cc1NC(=O)COC(=O)c1n[nH]c(=O)c2ccccc12	1.1	-12.9	-4.4	0.2	-2.7	1.2	2.1	-19.0	-1.5	0.3
CCn1c(SCC(=O)NCC(=O)Nc2ccc(F)cc2)nnc1-c1ccncc1	0.9	-1.4	2.5	0.9	-1.3	0.9	0.8	nt	-4.3	-0.5
CCOC(=O)C(=O)Nc1nnc(C2CCCCC2)s1	0.8	-9.4	-3.3	0.0	-1.6	0.9	-0.1	nt	-7.0	-0.1
COc1ccc(-n2c(=O)[nH]cc(C(=O)N3CCc4ccccc43)c2=O)cc1	0.9	-10.1	-1.9	1.2	-1.9	1	2.6	-25.0	-3.8	-0.1
COc1ccc2nc(/N=C/c3c(C)[nH]n(-c4ccc(C)cc4)c3=O)sc2c1	1	-76.9	-2.5	0.4	1.0	1	0.1	0.8	-4.3	-0.3
O=C(CSc1nc(-c2ccccc2)cc(C(F)(F)F)n1)NCc1cccs1	0.8	-12.3	-5.6	0.3	5.1	1	1.4	-6.1	26.3	0.0
N#CCO/N=C/C(=O)Nc1ccc(F)cc1F	1.1	-6.2	6.1	-0.7	-3.0	1.2	0.1	-20.1	-9.2	0.0
COc1ccc(OC)c(NC(=O)C2C(C(=O)O)C3(Cl)C(Cl)=C(Cl)C2(Cl)C3(Cl)Cl)c1 (stereo unspecified)	0.8	-7.1	0.5	-0.5	-4.2	0.5	6.3	-17.7	-8.3	-0.3
Cn1c(=O)c2c(nc(CN3CCN(C(=O)c4ccco4)CC3)n2CCc2ccccc2)n(C)c1=O	0.9	-13.8	0.4	-1.1	-7.7	1	0.1	-10.3	9.0	-0.1

Bioassay records deposited in PubChem by several laboratories.
